aSyn yeast inh = alpha-synuclein toxicity inhibition in yeast | 370,000 compounds, 0.14% hits | Potency, µM (series often up to 46.1 µM), for the others: at the top dose growth rescue (activation), usual class: activators | Yeast expressing alpha-synuclein, growth rescue, BacTiter-Glo, 24 h | AID 652106; also: potency is read from the fitted curve at half-maximal effect; % of control where 0% means no effect; nearly all actives have a fitted effect of over 65% in size
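Screening used galactose-induced yeast with toxic alpha-synuclein levels, exposed to compound for 24 hr at 30 deg C. Cell growth, read with BacTiter-Glo luminescence, gave the measured signal.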
Abeta yeast res = compounds reversing amyloid beta toxicity in yeast | yeast expressing A-beta42, growth rescue, OD600, 48 h; response scale: 0% DMSO, 100% iron-clioquinol control | Potency, µM (highest dose often 46.1 µM), inactives show at the highest dose growth rescue, hits mostly activators | 410,000 compounds, 0.063% hits | AID 1347071; also: potency is read from the fitted curve at half-maximal effect; nearly all actives have a fitted effect of over 55% in size
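Yeast A-beta toxicity model in growth medium with pinned compounds, 48 h at 30 C; growth read as absorbance at 600 nm. Normalized to FeCl3/clioquinol equimolar mix (positive) and DMSO (negative).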
WRN helicase inh = WRN helicase (human) inhibition. Q14191. WRN helicase unwinding, fluorescent forked duplex, kinetic. Potency, µM (top dose mostly 114 µM), inactives show at the highest dose activity change, negative = inhibition, most hits filed as inhibitors. 360,000 compounds, 0.46% hits. AID 651768; also: potency is read from the fitted curve at half-maximal effect; % is scaled to controls: 0 for no effect and ±100 for the full control effect; nearly all actives have a fitted effect of over 55% in size
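Enzyme (20 nM final) and test compound sit together 15 min at room temperature before substrate addition. Substrate is a single-forked duplex oligonucleotide (100 nM) labelled with fluorophore and quencher, with 2 mM ATP; helicase unwinding raises red fluorescence, read kinetically.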
IL-2 act = activates IL-2 in a cell-based reporter assay. activation, % (series mostly up to about 46 µM). 360,000 compounds, 0.065% hits. IL-2 activation reporter assay, cell-based qHTS; stimulated with anti-CD3/CD4/CD28 beads; in transgenic mouse T cells; in the data active = activation above about 50%; inconclusive = mostly about 30% to 49%; also: 0% is about no effect
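Using fluorescent plate cytometry, EGFP and DsRed are detected in transgenic mouse T cells stimulated 18 h at 37 degrees C with antibody-coated beads after 60 min compound pretreatment.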
EPAC1 ag = EPAC1 (human) agonism | O95398 | EPAC1 agonist qHTS, biochemical assay; response scale: 100% = response to 6.5 mM cAMP | Potency, µM (doses to about 154 µM), without a hit: top-dose activation, actives largely listed as activators | 360,000 compounds, 0.073% hits | AID 720707; also: potency is read from the fitted curve at half-maximal effect; nearly all actives have a fitted effect of over 60% in size
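Read-out is the fluorescence drop as BODIPY-GDP leaves Rap1B (480 nm excitation, 540 nm emission), recorded every 5 minutes over 30 minutes. Reactions held 100 nM EPAC1, 250 nM Rap1B–BODIPY-GDP and 50 uM GDP, with 6.5 mM cAMP setting full activation.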
PLK1 PBD block = PLK1 (human) polo-box domain binding inhibition; Plk1 PBD binding of FITC phosphopeptide, fluorescence polarization; Potency, µM, without a hit: max response, negative = inhibition, hits mostly inhibitors; 360,000 compounds, 2.8% hits; AID 720504; also: potency is read from the fitted curve at half-maximal effect; series mostly up to about 57 µM; % is scaled to controls: 0 for no effect and ±100 for the full control effect; nearly all actives have a fitted effect of over 65% in size
Target sequence (P53350 whole entry, looked up, the tested form may be a part): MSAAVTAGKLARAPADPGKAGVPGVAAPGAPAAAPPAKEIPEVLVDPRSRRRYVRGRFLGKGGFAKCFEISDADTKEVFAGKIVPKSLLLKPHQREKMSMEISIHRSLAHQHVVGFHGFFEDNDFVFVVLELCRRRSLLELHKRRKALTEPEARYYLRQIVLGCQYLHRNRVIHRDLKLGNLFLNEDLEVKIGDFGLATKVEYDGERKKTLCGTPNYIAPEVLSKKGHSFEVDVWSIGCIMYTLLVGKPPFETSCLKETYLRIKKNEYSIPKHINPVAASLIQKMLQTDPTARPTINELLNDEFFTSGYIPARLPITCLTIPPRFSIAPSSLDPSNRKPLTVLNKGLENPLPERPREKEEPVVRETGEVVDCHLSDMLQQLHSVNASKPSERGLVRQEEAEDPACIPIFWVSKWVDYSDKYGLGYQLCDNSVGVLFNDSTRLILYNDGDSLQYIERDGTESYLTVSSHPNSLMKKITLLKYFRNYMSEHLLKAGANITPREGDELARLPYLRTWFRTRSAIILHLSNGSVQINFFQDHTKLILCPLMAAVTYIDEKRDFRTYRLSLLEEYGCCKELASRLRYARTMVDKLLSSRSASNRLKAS
FUS suppressor = suppressors of FUS proteinopathy in yeast; AID 1347120; Potency, µM (highest dose often 76.6 µM), inactives show at the highest dose growth rescue (activation), usual class: activators; S. cerevisiae FUS-expressing, growth rescue, OD600, 24 h; 390,000 compounds, 0.24% hits;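 also: potency is read from the fitted curve at half-maximal effect; plate controls were DMSO vehicle for no effect and reference control for full effect; nearly all actives have a fitted effect of over 55% in size; some results filed as inactive show a strong effect at the top dose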
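Quantitative HTS measuring growth restoration of FUS-toxic yeast. Galactose-induced cells (OD 0.005) were exposed 24hr at 30C to compounds at several concentrations, then absorbance at 600 nm was recorded.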
PI5P4Ka inh = inhibitors of human PI5P4K alpha | P48426 | PI5P4Kalpha enzyme, ADP-Glo luminescence, 60 min; stronger effect = lower value | max response, % | 330,000 compounds, 1.2% hits | AID 652105; active = max response of -50% or lower; inconclusive = between -30% and -50%; inactive = -30% or higher; also: value at the top dose of about 77 µM; % is scaled to controls: 0 for no effect and ±100 for the full control effect
Target sequence (P48426 whole entry, looked up): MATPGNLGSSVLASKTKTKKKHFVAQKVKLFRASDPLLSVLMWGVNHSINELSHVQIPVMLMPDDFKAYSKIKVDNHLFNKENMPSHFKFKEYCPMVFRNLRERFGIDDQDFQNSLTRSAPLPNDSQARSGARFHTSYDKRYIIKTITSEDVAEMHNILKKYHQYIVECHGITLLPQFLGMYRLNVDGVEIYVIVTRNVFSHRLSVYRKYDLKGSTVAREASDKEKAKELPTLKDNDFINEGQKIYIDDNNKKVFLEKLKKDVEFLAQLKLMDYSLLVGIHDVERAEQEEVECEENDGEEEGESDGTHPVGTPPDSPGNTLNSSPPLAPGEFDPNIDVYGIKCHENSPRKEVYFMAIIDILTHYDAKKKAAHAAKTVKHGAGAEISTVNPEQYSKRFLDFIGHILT
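PI5P4Kalpha ADP-Glo assay; 5 microM ATP final; 60 min RT reaction; HEPES pH 7.4/EGTA/CHAPS, 5% DMSO; controls lacking substrate or enzyme; luminescent end-point.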
EPAC1 antag = EPAC1 (human) antagonism | Potency, µM (highest dose often 115 µM), for the others: top-dose activity change, negative = inhibition, actives largely listed as inhibitors | EPAC1 GEF assay, Rap1b-BODIPY-GDP exchange fluorescence | 360,000 compounds, 0.14% hits | AID 720709;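 also: potency is read from the fitted curve at half-maximal effect; plate controls were vehicle for no effect and positive control for full effect; nearly all actives have a fitted effect of over 50% in size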
* marks the source's active call; other numbers are inactive results; ? = inconclusive; . = not tested or not shown; & = joins results of further samples; [ ] = another dose, or the depositor's remark. Unless noted, calls follow the shape of the dose curve; as a rule, active = well fitted curve in the direction sought with a large enough effect; inconclusive = small, poorly fitted or top-dose-only effect, or another doubt; inactive = no such curve, though single readings can be large; an effect the other way counts as inactive or inconclusive.

SMILES	Abeta yeast res	EPAC1 antag	PLK1 PBD block	WRN helicase inh	PI5P4Ka inh	EPAC1 ag	FUS suppressor	aSyn yeast inh	IL-2 act
Cc1[nH][nH]c(=O)c1C(c1ccc(O)c([N+](=O)[O-])c1)c1c(C)[nH][nH]c1=O	25.8%	-5.2%	-8.2%	-18.4%	-11.3	0.6%	.	2.6%	-0.1
CCOc1ccccc1NC(=O)CCC(=O)Nc1nnc(C2CCCCC2)s1	?	-17.4%	0.8%	-3.2%	-0.8	-9.4%	4.2%	1.2%	1.9
Cc1ccc(C)c2c1cc(C)c1nnc(SCc3ccccn3)n12	28.2%	-2.2%	0.5%	-1.6%	-1.4	-0.3%	-3.9%	.	0.2
Cc1noc(C)c1COc1cccc(C(=O)OC(C)C(=O)Nc2ccc3c(c2)OCO3)c1 (stereo not drawn)	6.5%	-10.3%	-2.8%	52.4%[activator]	.	1.6%	?	22.8%	-1.3
CCn1cc(C(=O)O)c(=O)c2cnc(N3CCN(C(=S)Nc4ccccc4C(F)(F)F)CC3)nc21	-13.8%	-8.9%	0.4%	-4.9%	-1.0	-5.7%	25.3%	-4.4%	-0.2
CC1(C(=O)NS(=O)(=O)c2ccc(F)cc2F)CCN1C(=O)c1ccccc1CCc1ccccc1 (stereo not drawn)	-3.2%	-6.3%	3.9%	-7.6%	-0.4	-2.4%	-4.5%	-20.9%	-0.3
Cc1ccc(/C=N/n2c(-c3ccccn3)n[nH]c2=S)o1	-4.0%	-27.2%	-13.6%	-7.3%	-6.9	7.8%	7.4%	5.8%	-0.4
O=C(O)CCCC(=O)N1CC(=O)Nc2ccccc21	5.4%	-9.2%	1.2%	4.7%	-9.0	-7.7%	-18.1%	-0.6%	1.3
CCN(CC)CCn1c(SCC(=O)Nc2ccc3c(c2)CCC3)nc2ccccc2c1=O	-20.5%	-20.2%	-2.7%	6.9%	3.8	8.1%	21.4%	-3.8%	-0.5
CC1CCC(Nc2nnnn2-c2ccccc2)CC1 (stereo not drawn)	10.4%	9.8%	-1.5%	-0.5%	.	-4.3%	1.0%	0.2%	-1.6
COc1ccc(CNC(=O)COC(=O)C2CC3C=CC2C3)cc1 (stereo not drawn)	-11.2%	11.5%	3.2%	0.2%	-1.4	3.6%	-16.7%	0.9%	0.1
Cc1ccc([N+](=O)[O-])cc1NC(=O)C1CCCC1	3.2%	-2.7%	3.8%	3.8%	1.0	5.8%	-2.5%	1.4%	-1.1
CC(C)Cc1ccc(CN2CCCC(NC(=O)CCn3cnnn3)C2)cc1 (stereo not drawn)	7.4%	-19.7%	-4.5%	-4.7%	1.7	-3.1%	15.0%	-6.0%	1.7
O=C(CCC(=O)N1CCOc2ccc(Cl)cc21)N1CCN(c2ccccn2)CC1	-6.3%	-11.7%	-7.3%	-10.8%	-2.9	-12.9%	8.0%	4.8%	0.1
Cc1ccc(S(=O)(=O)N2CCCOC2CNC(=O)C(=O)NCCc2ccco2)cc1 (stereo not drawn)	0.2%	-9.1%	-15.1%	4.5%	-0.3	11.1%	9.0%	-2.9%	-2.7

Look-ups from the entries so far:
Abeta yeast res result of O=C(O)CCCC(=O)N1CC(=O)Nc2ccccc21 reads 5.4%
aSyn yeast inh result of Cc1ccc([N+](=O)[O-])cc1NC(=O)C1CCCC1 reads 1.4%
PLK1 PBD block result of CC1(C(=O)NS(=O)(=O)c2ccc(F)cc2F)CCN1C(=O)c1ccccc1CCc1ccccc1 (stereo not drawn) reads 3.9%

(listing goes on)
SMILES	Abeta yeast res	EPAC1 antag	PLK1 PBD block	WRN helicase inh	PI5P4Ka inh	EPAC1 ag	FUS suppressor	aSyn yeast inh	IL-2 act
O=C(N/N=C/c1cccnc1)c1ccc(NC(=O)C(c2ccccc2)c2ccccc2)cc1	-12.7%	-4.2%	-2.6%	-3.2%	1.0	-12.6%	4.8%	1.8%	-0.9
CN(C)CCNC(=O)c1onc(CSc2ccc(F)cc2)c1C(=O)NCCN(C)C	-0.3%	6.4%	-1.8%	3.3%	-2.3	1.7%	-17.3%	-1.1%	-0.4
O=C(CCNS(=O)(=O)c1cccc2nonc12)N1CCN(c2cccc(Cl)c2)CC1	10.8%	-13.4%	-14.5%	?	2.2	10.5%	3.0%	-0.3%	-0.1
CC1CCCCC1NC(=O)COC(=O)c1ccc(S(=O)(=O)N2CCOCC2)cc1 (stereo not drawn)	20.3%	8.9%	-4.8%	-15.4%	3.2	0.4%	11.4%	2.6%	-0.7
CN(C)/C=N/c1ncc(C(=O)c2ccc(Cl)cc2Cl)s1	2.5%	-15.8%	-14.3%	-1.6%	-1.2	6.0%	5.2%	0.5%	-1.2
CC(=O)N1CCN(S(=O)(=O)c2cccc(C(=O)Nc3nc4ccccc4[nH]3)c2)CC1	11.3%	-19.6%	-7.4%	-34.4%	6.7	-1.6%	-3.0%	4.6%	0.2
CCOc1ccc(OCCOCCN2CCc3ccccc3C2)cc1	15.4%	8.6%	5.1%	3.8%	0.2	1.7%	-9.1%	.	-0.4
CCC(NC(=O)C1CCC1)c1ccccc1 (stereo not drawn)	6.6%	2.2%	-9.9%	-2.0%	1.2	0.7%	3.0%	3.0%	1.1
C=CCn1c(CNC(=O)c2ccccc2C)nnc1SCC(=O)NC1CCCC1	-4.6%	13.3%	-27.7%	10.3%	-4.6	-3.3%	-13.7%	-9.4%	-0.4
CC1CCC2(CC1)NC(=O)N(CC(=O)N1CCOCC1)C2=O (stereo not drawn)	2.9%	-1.3%	2.1%	1.9%	1.4	8.0%	-14.0%	2.1%	-0.6
COc1ccc(S(=O)(=O)N2CCN(c3cccc(C)c3C)CC2)cc1	-7.6%	-19.7%	-27.4%	-10.4%	10.1	14.1%	21.6%	-14.6%	-2.0
COc1ccc(C(=O)OC(C)CN2CCN(C)CC2)cc1 (stereo not drawn)	-0.7%	-18.4%	-2.3%	-0.5%	0.9	7.5%	8.7%	-1.0%	2.5
CC(=NNC(=S)N1CCN(c2ccccn2)CC1)c1ccccn1	-12.9%	0.8%	?	-2.5%	-16.1	-2.0%	.	-21.6%	-5.2
COc1ccc(C2N(c3ccc(Cl)cc3)N=C(C(C)=O)N(C)N2C(C)=O)cc1 (stereo not drawn)	4.2%	6.3%	-8.3%	-14.3%	-2.6	5.3%	22.4%	2.4%	-0.2
COc1ccc(S(=O)(=O)N2CCOCC2)cc1NC(=O)c1ccccc1-c1ccc(C(F)(F)F)cc1	8.6%	10.8%	?	-18.3%	2.2	-15.0%	.	0.9%	0.3

The closing 2 entries of the section before are carried over, then new ones follow.
SMILES	Abeta yeast res	EPAC1 antag	PLK1 PBD block	WRN helicase inh	PI5P4Ka inh	EPAC1 ag	FUS suppressor	aSyn yeast inh	IL-2 act
COc1ccc(C2N(c3ccc(Cl)cc3)N=C(C(C)=O)N(C)N2C(C)=O)cc1 (stereo not drawn)	4.2%	6.3%	-8.3%	-14.3%	-2.6	5.3%	22.4%	2.4%	-0.2
COc1ccc(S(=O)(=O)N2CCOCC2)cc1NC(=O)c1ccccc1-c1ccc(C(F)(F)F)cc1	8.6%	10.8%	?	-18.3%	2.2	-15.0%	.	0.9%	0.3
Cc1ccccc1NC(=O)Cn1c(C)nc2ccc(N)cc2c1=O	16.0%	-7.2%	-2.9%	-4.7%	-11.2	-13.0%	4.9%	-6.7%	-0.6
CCc1ccc2c(CN3CCN(Cc4ccccc4)CC3)cc(=O)oc2c1	-6.9%	-12.3%	-8.0%	-35.2%	-13.6	3.1%	16.6%	3.7%	-1.0
CCc1ccc(NC(=O)CSc2nc(CSc3ccc(C)cc3)cc(=O)[nH]2)cc1	-7.2%	-16.3%	?	-10.9%	1.0	3.0%	12.8%	-5.2%	-0.9
C[C@]12CCC(=O)C=C1C=CC1C2CC[C@@]2(C)C1CC[C@@]21CCC(=O)O1 (stereo partly drawn)	-19.1%	2.5%	3.8%	10.4%	0.5	7.1%	7.5%	9.4%	0.5
O=C(Nc1cccc2ccccc12)c1cnccn1	-22.7%	10.4%	-4.3%	-2.4%	1.2	1.0%	2.5%	7.4%	-0.2
CCOC(CNC(=O)c1cc2c(=O)n(CC)c3ccccc3c2s1)OCC	1.5%	-5.2%	5.5%	4.5%	-8.4	-0.7%	-0.3%	9.2%	-0.1
CC(C)C1=CC(=Nc2ccc(S(N)(=O)=O)cc2)C=C(C(C)C)C1=O	-84.4%[inhibitor]	-5.1%	-7.2%	-0.3%	4.2	-4.3%	-0.6%	-49.5%[inhibitor]	-0.7
Cc1cccc(C(=O)NCC(=O)N2CCN(S(=O)(=O)c3cc(C)ccc3C)CC2)c1	13.5%	13.0%	1.4%	-11.1%	9.6	-2.4%	8.7%	0.0%	-4.5
Cc1ccc(/C=C(\NC(=O)c2ccccc2)C(=O)N2CCCC2C(=O)O)cc1 (stereo not drawn)	14.5%	0.1%	2.9%	1.9%	0.4	3.0%	16.2%	1.3%	-0.1
CCOc1ccc(NC(=O)CSc2nc3ccsc3c(=O)n2Cc2ccc(C(=O)O)cc2)cc1	-4.5%	0.8%	-9.7%	-2.5%	-10.0	-8.7%	-18.6%	-0.6%	1.2
COc1ccc(N(CC(=O)N2CCc3ccccc3C2)S(=O)(=O)c2ccccc2)cc1	-1.6%&-7.6%	-25.0%	-2.7%	-9.9%	3.1	3.4%	?	1.6%	-0.1
COc1ccccc1N1CCN(C2CCC(C)CC2)CC1 (stereo not drawn)	1.8%	-4.7%	3.7%	0.8%	-0.2	5.0%	-3.5%	2.2%	1.2
Nc1nnc(SCC(=O)NC2CCCc3ccccc32)s1 (stereo not drawn)	-10.0%	-11.2%	-9.8%	1.8%	-6.2	2.2%	9.5%	-8.5%	-0.9
O=C(Cc1ccccc1)Nc1ccccc1Sc1ccccc1	-9.6%	-0.7%	-4.9%	4.1%	1.3	1.3%	.	-0.8%	-2.8

Screening data from PubChem BioAssay.

Rows were taken by chance; 4.1% or so of the library scored in one or more.
